Screens from PubChem.
esBAF inh: blocks esBAF chromatin remodeling in mouse ES cells. reporter increase, % at 12.5 µM. 2% of 350,000 active. AID 602393. Bmi1-luciferase knock-in reporter, 24 h; 100% = twice the neutral-well signal; in the data active = activation above about 40%; inconclusive = no clear call, values can overlap the other calls;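 also: 0% = median of the plate's neutral control wells and 100% = double that signal; a rise in the Bmi1 reporter signal indicates esBAF inhibition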
Casp6 inh: inhibitors of human caspase-6; purified caspase-6, Z-VEID-R110 cleavage fluorescence; inhibition, % at 12.5 µM; 0.53% of 350,000 active;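 active = mean inhibition across replicates at least about 35%, with every replicate also reaching that limit, limit read from the data; inconclusive = only one of the two criteria met; inactive = neither criterion met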;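 also: 0% = median of neutral control wells and 100% = no fluorescence left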
Target sequence (P55212 24-179 limits assumed): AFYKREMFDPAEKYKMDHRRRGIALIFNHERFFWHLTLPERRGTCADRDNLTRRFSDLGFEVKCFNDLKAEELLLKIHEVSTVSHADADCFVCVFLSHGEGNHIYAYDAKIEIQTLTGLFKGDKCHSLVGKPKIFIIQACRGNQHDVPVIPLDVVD
Target sequence (P55212 194-293 limits assumed): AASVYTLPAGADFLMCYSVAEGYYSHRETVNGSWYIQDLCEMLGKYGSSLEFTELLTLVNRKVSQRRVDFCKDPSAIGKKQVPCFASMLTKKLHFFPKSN
SIRT5 inh: sirtuin-5 (human) deacylase inhibition. Q9NXA8. Purified SirT5, succinyl-peptide AMC, trypsin-coupled fluorescence. inhibition, % at 15 µM. 1.1% of 330,000 active. AID 652115; in the data active = inhibition above about 15%; inconclusive = no clear call, values can overlap the other calls
Target sequence (Q9NXA8 whole entry, looked up): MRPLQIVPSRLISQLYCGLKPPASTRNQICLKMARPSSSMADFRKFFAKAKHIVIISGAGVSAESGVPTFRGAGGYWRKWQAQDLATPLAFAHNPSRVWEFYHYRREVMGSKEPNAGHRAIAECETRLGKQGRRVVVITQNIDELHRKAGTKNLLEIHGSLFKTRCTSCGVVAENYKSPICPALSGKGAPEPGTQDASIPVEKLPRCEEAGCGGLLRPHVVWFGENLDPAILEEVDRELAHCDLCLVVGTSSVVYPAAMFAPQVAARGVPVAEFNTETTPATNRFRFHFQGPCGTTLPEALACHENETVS
FN deposition inh: fibronectin deposition inhibition. AH1F fibroblasts, Alexa488-fibronectin deposition fluorescence, overnight. inhibition, % at 12.6 µM. 0.086% of 350,000 active. AID 743247;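 active = mean inhibition across replicates of 30% or more, regardless of how many single replicates reach that level; inconclusive = mean under 30% yet at least half of replicates reach 30%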;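 also: positive control wells lacked labelled fibronectin entirely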
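Measured by – fluorescence 485/525 nm · System – AH1F fibroblast monolayer, labelled fibronectin deposition · Amount – 10000 cells per well · Buffer or medium – serum-reduced DMEM (2% serum) · Doses – single dose, pinned · Also added – fluorescent fibronectin at 24 nM final · Schedule – 1 h cell attachment, overnight exposure to compound and label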
LGR2 antag: blocks bursicon-induced cAMP signaling via Drosophila LGR2. inhibition, % at 9.99 µM. 0.35% of 380,000 active. HEK293 LGR2, CRE-luciferase, bursicon-stimulated, 4 h;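 active = drop in luminescence signal, shown as inhibition above about 50% in the replicate tests, limit read from the data, passing the limit was not always enough; inconclusive = probably only some replicates passing the limit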;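 also: agonist challenge used bursicon conditioned medium at about half maximal strength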
C2C12 statin: suppressors of simvastatin-induced myotoxicity in C2C12 myotubes | ATP luminescence, 48 h; scaled: DMSO 0, geranylgeraniol control 100 | rescue of ATP level, % at 7.49 µM | 0.78% of 330,000 active | AID 602340;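 active = mean ATP rescue above about 67%, or every replicate alone reaching that limit, limit read from the data, passing the limit was not always enough; inconclusive = no clear call, values can overlap the other calls; inactive = mean under the limit and some replicate under it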;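 also: myotubes were challenged with 10 µM simvastatin during compound exposure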
S100A4 inh HTS: blocks human S100A4 binding to myosin IIA peptide. P26447. S100A4/TAMRA-MyoIIA peptide fluorescence polarization. inhibition, % at 10.7 µM. 0.14% of 360,000 active. AID 652163;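 active = mean inhibition of at least 70% across replicates, with every replicate also reaching that level; inconclusive = mean inhibition reaches 70% but some replicates fall short; inactive = mean inhibition below 70%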
Target sequence (P26447 whole entry, looked up): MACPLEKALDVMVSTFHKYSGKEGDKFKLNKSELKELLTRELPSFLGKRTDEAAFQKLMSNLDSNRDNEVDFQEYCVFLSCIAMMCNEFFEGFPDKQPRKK
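System – human S100A4 monomer protein, biochemical binding assay · Buffer or medium – Calcium-containing HEPES buffer, pH 7.2 · Timing – 5 min between mix addition and reading · Also added – TAMRA-labelled myosin IIA heavy-chain peptide probe, 5 nM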
An asterisk follows results filed as active; ? = inconclusive; . = no result given.

SMILES | esBAF inh | Casp6 inh | SIRT5 inh | FN deposition inh | LGR2 antag | C2C12 statin | S100A4 inh HTS
COc1cc(/C=N/NC(=O)COc2ccc(-n3cnnn3)cc2)ccc1OCC(N)=O | . | 0 | -1 | 6 | -6 | . | -1
CCN(C[C@H]1N[C@@](CC)(C(=O)OC)[C@H]2C(=O)N(C)C(=O)[C@@H]12)C(=O)COc1ccccc1 | -7 | 12 | 2 | 2 | 15 | 9 | -3
CC(=O)N1CCN(Cc2nc3cc(NC(=O)Cn4nc(C)c5ccccc5c4=O)ccc3n2C)CC1 | 6 | . | . | 4 | . | 25 | .
CC1Cc2ccccc2N1S(=O)(=O)c1cnc(Cl)c(Cl)c1 (configuration not stated) | -13 | -8 | -3 | 9 | 8 | 8 | 2
CC(=O)c1ccc(-c2cnc3c(NC=O)cc(-c4cccc(NS(C)(=O)=O)c4)cn23)cc1 | 3 | 1 | 0 | 6 | -1 | -13 | 1
CSc1ccccc1C(=O)N1CCCCC1 | . | 0 | 20* | -8 | -5 | . | -5
S=C(Nc1cccnc1)N1CCN(c2ccccc2Cl)CC1 | 7 | 0 | -2 | 7 | -24 | 1 | 2
O=C(C[C@@H]1C[C@H]2c3cc(NC(=O)c4cccnc4)ccc3O[C@H]2[C@H](CO)O1)NCc1ccccn1 | -3 | -4 | -1 | . | -1 | -5 | -12
COc1cccc(-c2cnc3c(c2)C(=O)N([C@@H](C)CO)C[C@H](C)[C@@H](CN(C)Cc2cccnc2)O3)c1 | -3 | 1 | 6 | -5 | 13 | 7 | 10
O=C1c2ccc([N+](=O)[O-])cc2C(=O)N1Cc1cccnc1 | 4 | -3 | 1 | -1 | -6 | 6 | 4
CCCn1nc(NS(=O)(=O)c2ccccc2)c2cc3ccccc3nc21 | -3 | . | . | -5 | . | 1 | .
CC(=O)c1ccc(NC(=O)CCc2ccc(C)o2)cc1 | -8 | -3 | -4 | 0 | 18 | -4 | -2
COC(=O)c1scc2c(=O)cc(C(F)(F)F)[nH]c12 | -6 | 20 | . | -3 | -14 | -5 | -4
O=C(COc1ccccc1F)Nc1nnc(C2CCCC2)s1 | 18 | 0 | -4 | -2 | -13 | -3 | -2
CCC(C)c1ccc(S(=O)(=O)N2CCN(CC(O)COCC3CCCO3)CC2)cc1 (configuration not stated) | . | -1 | 1 | 3 | 4 | . | -4
COc1ccc(OC)c(NC(=O)c2cc(S(=O)(=O)N(C)C)ccc2N2CCCC2)c1 | 6 | 2 | 2 | 7 | 11 | 3 | 6
Cc1ccc2nc(/C(C#N)=C\c3ccc(Oc4ccc([N+](=O)[O-])cn4)cc3)[nH]c2c1 | . | 2 | -1 | -4 | -13 | . | -10
CCCCOC(=O)n1c(=S)oc2cc(Cl)ccc21 | ? | . | . | 4 | . | -5 | .
COc1ccc(-c2csc3ncnc(N4CCN(S(=O)(=O)c5ccccc5C#N)CC4)c23)cc1 | -3 | 1 | -7 | 1 | 6 | -32 | 0
C[C@@H]1CN([C@@H](C)CO)C(=O)c2cc(NS(=O)(=O)c3ccc(Cl)cc3)ccc2O[C@H]1CN(C)S(=O)(=O)c1ccccc1 | 3 | . | . | . | 0 | 37 | .
O=C(N/N=C/c1ccsc1)c1ccc2ccccc2n1 | . | -3 | 2 | -11 | -29 | . | -5
CC(=O)c1cnc2c(-c3ccccc3)c(C(F)(F)F)nn2c1C | . | 1 | -2 | 10 | . | . | -18
COc1ccccc1NC(=O)C1CCN(S(=O)(=O)c2cccc3nonc23)CC1 | -2 | 3 | -1 | 17 | 10 | -10 | -5
Cc1ccc(-c2nnc(CSc3nncn3N)o2)cc1 | 7 | . | . | . | 5 | -2 | .
O=C(O)/C(=C\c1ccco1)NC(=O)c1cccc2ccccc12 | -4 | 41* | 5 | . | -3 | -6 | -6
NC(=O)NOCc1c(F)cccc1Cl | . | 2 | -4 | -17 | -12 | . | -2
COc1cc(C)c(CN2CCN(C(C)C(=O)NC(C)c3ccccc3)CC2)cc1OC (configuration not stated) | 1 | -2 | 1 | 7 | -8 | -9 | -4
COc1ccc(-c2sc3cc4c(cc3c2C#CC2(O)CCCCC2)OCO4)cc1 | -2 | -4 | . | 7 | 4 | -10 | 9
C[C@H](O)C#Cc1ccc([C@H]2[C@H]3CN(C(=O)c4ccc(F)cc4)CCCCN3[C@H]2CO)cc1 | . | -1 | 0 | . | 16 | . | -1
CCN(CC)C(=O)C(=O)c1cn(CC(=O)NCc2ccc3c(c2)OCO3)c2ccccc12 | 0 | -1 | -3 | 1 | -27 | 15 | -1
O=C(COC(=O)Cc1ccccc1F)NNC(=O)c1ccc(Cl)cc1 | -2 | 1 | 1 | -20 | -1 | 3 | 1
CC(C)OCCCNC(=O)C1CCN(S(=O)(=O)N2CCCC2)CC1 | . | -2 | 0 | 10 | 15 | . | -6
O=C(O)C[C@H]1CC[C@H]2[C@@H](COC[C@H](O)CN2S(=O)(=O)c2ccc(F)cc2)O1 | -4 | 2 | -3 | 6 | 7 | -4 | 2
CN1CCN(C(=O)C[C@H]2CC[C@H]3[C@@H](COC[C@H](O)CN3C(=O)C3CC3)O2)CC1 | -2 | -1 | -7 | -3 | 25 | 0 | 0
Cc1cccc(N(CC(=O)NC(C)(C)C)C(=O)CS(=O)CC(=O)Nc2ccc(F)cc2)c1 (configuration not stated) | . | -2 | 1 | 2 | 7 | . | -4
Cc1ccc(-n2nnnc2SCC(=O)Nc2sc(C)c(C)c2C#N)cc1C | 3 | -2 | -1 | . | 1 | -94 | -6
COC(=O)[C@]12CCCCC=C1N(CCc1ccc(OC)c(OC)c1)C(=O)[C@H](CC(=O)NCc1ccccc1)C2 | . | -1 | 0 | 3 | -8 | . | 10
N#CCC(=O)N/N=C/c1cccc(Oc2ccccc2)c1 | . | . | -6 | -10 | -34 | . | 1
CCOC(=O)[C@H]1[C@H]2COc3ccc(Cl)cc3[C@@H]2N2C(=O)CN(Cc3ccc(C)cc3)C(=O)[C@@]12C | -8 | 40* | -3 | -5 | 18 | 4 | 1
Oc1c(C(c2ccc(Cl)cc2)N2CCCC2)cc(Cl)c2cccnc12 (configuration not stated) | . | -4 | -1 | -1 | 19 | . | -3
Oc1ccc2oc3c(c2c1/C=N/n1cnnc1)CCCC3 | -5 | . | . | 7 | . | 6 | .
CC#Cc1cc2c(cc1O)CCC1C2CCC2(C)C(O)CCC12 (configuration not stated) | 6 | 0 | -3 | -1 | -4 | -24 | 22
C=CCSc1nc(O)c(CC)c(=O)n1C(C)CC (configuration not stated) | -3 | 2 | -3 | . | 10 | 5 | -17
CN1C(=O)N(C)C2C1N(C)S(=O)(=O)N2C (configuration not stated) | -3 | 2 | -3 | . | 6 | 4 | 0
CCN=C1NC(c2ccccc2C(F)(F)F)C(C(=O)OC)=C(C)N1C (configuration not stated) | . | -1 | 0 | -4 | -7 | . | -11
CN1C(=O)c2cc(NC(=O)Cc3cccs3)ccc2OC[C@@H]2O[C@H](CC(=O)O)CC[C@H]21 | 0 | 0 | -2 | -14 | 12 | 12 | 1
CS(=O)(=O)Nc1ccc2c(c1)[C@H]1C[C@H](CC(=O)NCc3ccc(Cl)cc3)O[C@@H](CO)[C@H]1O2 | -3 | 0 | -4 | -3 | 7 | -5 | -4
CCCNc1nc(C)cc(-c2cc(-c3ccc(Cl)cc3)on2)n1 | 8 | 0 | -9 | 1 | -1 | -14 | 0
CN(/N=C/c1ccco1)C1=NS(=O)(=O)c2ccccc21 | 3 | 3 | -1 | 6 | -11 | 5 | 1
O=C(/C=C/c1ccccc1)OCc1cncs1 | 35 | 0 | 0 | -1 | . | -10 | -1
CC1(C(=O)NS(=O)(=O)c2cccc(Cl)c2)CCN1C(=O)Cc1ccc(-c2ccccc2)cc1 (configuration not stated) | -9 | 5 | . | 3 | -31 | 6 | -23
C[C@H](CO)N1C[C@H](C)[C@H](CN(C)S(=O)(=O)c2ccccc2F)Oc2cc(-c3ccncc3)ccc2S1(=O)=O | 4 | 0 | 1 | 7 | -17 | -1 | -3
Cn1c(SCc2ccc(Br)cc2)nnc1-c1cccs1 | 7 | . | . | 3 | . | 10 | .
CC=Cc1ccc2n(c1=O)C[C@@H]1[C@@H](CO)[C@H](C(=O)Nc3ccc(-c4ccccc4)cc3)N(CCC)[C@H]21 (mixture of isomers) | 3 | 3 | -1 | . | -12 | -1 | -17
C[C@@H]1CN([C@@H](C)CO)S(=O)(=O)c2ccc(C3=CCCC3)cc2O[C@@H]1CN(C)C(=O)c1ccccn1 | 0 | 1 | -7 | . | -4 | -26 | 2
O=C(c1cc(COc2ccc(F)cc2Cl)on1)N1CCCC(c2ccccc2)C1 (configuration not stated) | . | 0 | -7 | -5 | . | . | -1
Cc1sc2ncnc(SCC(=O)N3CCCCC3)c2c1C | 29 | -2 | -2 | 0 | -13 | 2 | -1
O=C(/C=C/c1ccc2c(c1)OCO2)N1CCN(c2ccccc2F)CC1 | . | 5 | -4 | -3 | -5 | . | 3
O=C(c1ccccc1F)N1CC[C@@H]2[C@H](CO)Nc3ccc(-c4ccc(F)cc4)cc3[C@@H]21 | -8 | 3 | 6 | -3 | 16 | 3 | -4
CC(C)CC(=O)Nc1ccc(C(=O)COC(=O)CN2C(=O)NC3(CCCCC3C)C2=O)cc1 (configuration not stated) | . | 12 | 2 | 3 | -7 | . | 0
C[C@H]1CN([C@@H](C)CO)C(=O)c2cc(NC(=O)C3CC3)ccc2O[C@H]1CN(C)S(=O)(=O)c1ccc(F)cc1 | -6 | 2 | 7 | . | 5 | -29 | -3
Cc1csc(SC(C)C(=O)Nc2ccccc2C)n1 (configuration not stated) | -7 | 0 | -3 | -4 | 0 | 22 | -4

A draw from above in order of molecular weight, falling:
SMILES | esBAF inh | Casp6 inh | SIRT5 inh | FN deposition inh | LGR2 antag | C2C12 statin | S100A4 inh HTS
C[C@H](CO)N1C[C@H](C)[C@H](CN(C)S(=O)(=O)c2ccccc2F)Oc2cc(-c3ccncc3)ccc2S1(=O)=O | 4 | 0 | 1 | 7 | -17 | -1 | -3
C[C@H]1CN([C@@H](C)CO)C(=O)c2cc(NC(=O)C3CC3)ccc2O[C@H]1CN(C)S(=O)(=O)c1ccc(F)cc1 | -6 | 2 | 7 | . | 5 | -29 | -3
C[C@@H]1CN([C@@H](C)CO)S(=O)(=O)c2ccc(C3=CCCC3)cc2O[C@@H]1CN(C)C(=O)c1ccccn1 | 0 | 1 | -7 | . | -4 | -26 | 2
CC=Cc1ccc2n(c1=O)C[C@@H]1[C@@H](CO)[C@H](C(=O)Nc3ccc(-c4ccccc4)cc3)N(CCC)[C@H]21 (mixture of isomers) | 3 | 3 | -1 | . | -12 | -1 | -17
CC(C)CC(=O)Nc1ccc(C(=O)COC(=O)CN2C(=O)NC3(CCCCC3C)C2=O)cc1 (configuration not stated) | . | 12 | 2 | 3 | -7 | . | 0
O=C(c1ccccc1F)N1CC[C@@H]2[C@H](CO)Nc3ccc(-c4ccc(F)cc4)cc3[C@@H]21 | -8 | 3 | 6 | -3 | 16 | 3 | -4
O=C(c1cc(COc2ccc(F)cc2Cl)on1)N1CCCC(c2ccccc2)C1 (configuration not stated) | . | 0 | -7 | -5 | . | . | -1
Cn1c(SCc2ccc(Br)cc2)nnc1-c1cccs1 | 7 | . | . | 3 | . | 10 | .
Cc1sc2ncnc(SCC(=O)N3CCCCC3)c2c1C | 29 | -2 | -2 | 0 | -13 | 2 | -1
Cc1csc(SC(C)C(=O)Nc2ccccc2C)n1 (configuration not stated) | -7 | 0 | -3 | -4 | 0 | 22 | -4
CN(/N=C/c1ccco1)C1=NS(=O)(=O)c2ccccc21 | 3 | 3 | -1 | 6 | -11 | 5 | 1

The list is partial (hit frequency here may not be typical).
